# PDI inh: PDI (human) enzyme inhibition. PDI insulin aggregation turbidity, A650, 90 min. inhibition, % at 10 µM. 350,000 tested, 0.052% active;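 active means mean inhibition across replicates of 30% or more, whatever share of single replicates reach that level; inconclusive means mean inhibition below 30% while every single replicate reaches 30%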;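 further: absorbance from insulin aggregation driven by PDI reduction with DTT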
# Target sequence (P07237 whole entry, looked up): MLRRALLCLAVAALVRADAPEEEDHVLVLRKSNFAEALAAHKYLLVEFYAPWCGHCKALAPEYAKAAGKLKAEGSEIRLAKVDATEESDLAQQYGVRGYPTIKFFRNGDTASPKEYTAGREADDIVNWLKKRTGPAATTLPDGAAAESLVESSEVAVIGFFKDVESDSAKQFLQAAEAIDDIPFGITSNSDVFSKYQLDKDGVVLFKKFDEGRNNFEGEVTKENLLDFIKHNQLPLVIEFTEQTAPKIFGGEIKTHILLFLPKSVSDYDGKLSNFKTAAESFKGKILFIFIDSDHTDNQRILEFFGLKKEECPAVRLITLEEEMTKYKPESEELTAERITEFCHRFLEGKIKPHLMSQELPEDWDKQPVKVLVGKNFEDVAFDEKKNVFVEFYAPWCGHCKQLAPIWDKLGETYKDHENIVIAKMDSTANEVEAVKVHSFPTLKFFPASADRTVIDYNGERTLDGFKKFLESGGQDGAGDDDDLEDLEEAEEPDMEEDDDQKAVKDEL
# Peg3 prom inh: Peg3 promoter activity inhibition | HeLa PEG-Prom luciferase reporter, luminescence, overnight | inhibition, % at 20 µM | 360,000 tested, 1.7% active | AID 588405;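 active means inhibition of at least 50% at 20 µM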
# Vif inh: inhibitors of HIV Vif | AID 602346 | HEK293T cells, Vif self-association by quenched fluorescence, imaging, 24 h | 340,000 tested, 0.35% active | inhibition, % at 7.49 µM; in the data active means inhibition above about 50%, passing the limit was not always enough; inconclusive means no clear call, values can overlap the other calls; inactive means below about 31%; further: some results filed as inactive read as strong as hits
# NR2E3 ag-1: NR2E3 (human) agonism | GST-NR2E3/biotin-RetCOR TR-FRET, 1536-well | AID 2300 | inhibition of corepressor binding, % at 4.78 µM | 320,000 tested, 0.12% active | Q9Y5X4;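 active means percent inhibition above the cutoff of mean plus 3 SD of all tested compounds, set per screening campaign, cut at about 20% in these data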;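 further: 0% = DMSO wells and 100% = biotin wells as full block of FRET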
# Target sequence (Q9Y5X4 whole entry, looked up): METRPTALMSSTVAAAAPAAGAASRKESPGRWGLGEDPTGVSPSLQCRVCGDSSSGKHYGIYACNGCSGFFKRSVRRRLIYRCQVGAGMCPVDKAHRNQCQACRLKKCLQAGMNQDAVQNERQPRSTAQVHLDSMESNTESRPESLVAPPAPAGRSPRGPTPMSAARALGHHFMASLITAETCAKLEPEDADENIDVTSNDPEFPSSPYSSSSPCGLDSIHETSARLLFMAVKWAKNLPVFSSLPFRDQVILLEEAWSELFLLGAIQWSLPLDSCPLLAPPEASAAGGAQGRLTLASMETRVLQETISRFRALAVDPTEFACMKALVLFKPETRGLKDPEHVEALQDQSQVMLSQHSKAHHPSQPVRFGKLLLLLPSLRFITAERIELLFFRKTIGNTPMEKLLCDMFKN
#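 Material: NR2E3–RetCOR corepressor complex / Incubation: Compound–protein incubation for 5 h at 4 °C / Dosing: compound at 4.8 µM, single dose / Detection: time-resolved FRET / Benchmarks: high control biotin, low control 0.6% DMSO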
# CF NFkB block: cystic fibrosis NF-kB activation inhibition; KKLEB NF-kB-GFP reporter, PAF-induced, GFP fluorescence overnight; inhibition, % at 5 µM; 360,000 tested, 0.86% active;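 active means at least 50% inhibition at 5 µM, scaled per plate between neutral and stimulator controls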;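 further: PAF is a Pseudomonas aeruginosa culture filtrate used as stimulus; plate controls were PAF-stimulated DMSO wells for no effect and unstimulated DMSO wells for full effect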
# HIF-2a inh: inhibitors of HIF-2a | inhibition, % at 18.8 µM | 360,000 tested, 0.72% active | AID 624352 | 786-0 RCC cells HIF-2a reporter, luciferase luminescence, overnight;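 active means inhibition of the luminescence signal of 40% or more relative to plate controls, in a single-dose primary screen at 18.75 µM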
# NR2E3 ag-2: human photoreceptor-specific nuclear receptor agonism. CHO-S Gal4-NCOR/VP16-NR2E3 two-hybrid, luciferase. inhibition of corepressor binding, % at 3.98 µM. 360,000 tested, 0.35% active. AID 602229;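 active means inhibition above the mean of all tested compounds plus 3 SD, cut at about 70% in these data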;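 further: 0% = DMSO with NR2E3 transfected cells and 100% = cells lacking NR2E3 construct; higher means lower luciferase signal from less NR2E3 corepressor binding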
# Shn3 inh set2: Schnurri-3 reporter inhibition in Clone20 osteoblasts | inhibition, % at 12.5 µM | Clone20 osteoblast Shn3 3'UTR firefly luciferase, 24 h | 360,000 tested, 0.52% active;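 active means mean inhibition of at least 75% with every replicate also reaching 75%; inconclusive means mean inhibition at least 75% but some replicate below; inactive means mean inhibition below 75%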;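 further: 0% = median of neutral control wells and 100% = pilot-screen positive control compound; some compounds past the cut are filed as inactive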
# MITF TRPM1 inh: MITF TRPM1 promoter inhibition in SK-MEL-5 cells. inhibition, % at 12.5 µM. AID 488899. 330,000 tested, 0.83% active. SK-MEL-5 TRPM1 promoter luciferase, 24 h;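 active means mean inhibition across replicates of 60% or more, whatever share of single replicates reaches that level; inconclusive means some that reach 60%, reason not given; inactive means mean inhibition across replicates below 60%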; further: values of inactives mirror those of a sister screen read the other way
# CaV13 ICDI inh: Primary screen for inhibitors of IQ motif and Ca2+-dependent inactivation inhibitor domain binding in CACNA1D, Förster resonance energy transfer in living cells, …; HEK cells, CFP/YFP FRET ICDI-IQ, plate reader, 10 min; percent FRET-ratio fall versus neutral wells; inhibition, % at 12.3 µM; 340,000 tested, 0.098% active;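 active means mean replicate inhibition of at least 30% and at least 1% of replicates passing that level; inconclusive means only one of the two criteria is met; inactive means neither criterion is met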;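 further: 0% = median of the neutral control wells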
# KKLEB cytotox: reduces viability of KKLEB cystic fibrosis airway cells; activity change (cytotoxicity), % at 5 µM; KKLEB CF airway cells viability, ATPlite luminescence, overnight; active compounds read low; cells stimulated with P. aeruginosa culture filtrate; 360,000 tested, 0.36% active; AID 602141;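 active means corrected activity change at or below -50% at 5 µM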
# * hit, by the source's call; u = inconclusive; x = not tested or not shown. Outcome played no part in choosing rows; any-hit rate near 3.3%.
SMILES	PDI inh	Peg3 prom inh	Vif inh	NR2E3 ag-1	CF NFkB block	HIF-2a inh	NR2E3 ag-2	Shn3 inh set2	MITF TRPM1 inh	CaV13 ICDI inh	KKLEB cytotox
Cc1cc(-c2nc3cc(F)ccc3s2)ccc1N	-4	-112	8	x	-53	-44	-126	-10	-11	-6	-30
COc1ccc(C(=O)CSc2nc(C)cc(C)n2)cc1[N+](=O)[O-]	10	-4	22	1	30	-10	-12	-22	4	-4	-16
O=C(O)c1ccc2c(c1)C(=O)N(NC(=O)c1ccccc1)C2=O	-1	10	-7	4	-5	-2	-50	-11	0	-5	-2
CC1=C(C(=O)Nc2ccccc2C(F)(F)F)C(c2ccc(C)s2)NC(=S)N1 (stereo unspecified)	-7	-2	0	3	-14	5	1	-15	-2	-6	-4
Cc1cc(N2CCCCC2)nc2ccc(NC(=O)CCC(=O)NCCC(C)C)cc12	4	-184	-4	-1	1	-204	-53	-53	-52	-4	-7
COc1ccc2oc(=O)c(-c3cn4ccc(C)cc4n3)cc2c1	3	-162	2	-4	-16	-256	-43	-49	-55	-21	-4
CC(=O)C1CCC2C3CC=C4CC(SC(=N)N)CCC4(C)C3CCC12C (stereo unspecified)	16	97*	-24	x	6	-29	18	u	90*	-6	1
C=CCn1c(SC/C=C/c2ccccc2)nnc1-c1sc(N)nc1C	0	0	-1	1	-2	22	7	10	-4	-4	0
COC(=O)c1c(NC(=O)CC2SC(N)=NC2=O)sc2c1CCC(C(C)(C)C)C2 (stereo unspecified)	20	26	3	-1	2	-5	-3	-1	-12	x	-6
CC1CC(C)CN(C(=O)CN2C(=O)NC3(CCCCCC3)C2=O)C1 (stereo unspecified)	1	-3	-9	x	-15	2	19	-35	6	-6	7
COc1ccc(/C=C/C(=O)c2c(O)cc(OC)cc2OC)cc1	x	-132	-17	x	-13	-17	-36	-43	x	x	-12
CCN(CC)C(=O)c1sc2nc(-c3ccncc3)[nH]c(=O)c2c1C	3	14	6	2	2	15	-26	-43	-1	x	-20
CC(=O)Oc1cccc(C(=O)Nc2cccc(C(=O)Nc3ccccc3C(=O)O)c2)c1	17	2	-2	-2	3	8	-29	1	8	-10	2
CSCCC(NS(=O)(=O)c1ccc(C)cc1)C(=O)N1CCN(C(C)=O)CC1 (stereo unspecified)	1	-10	-14	2	4	4	-4	11	19	-3	-5
Cc1ccc(OCc2cc(C(=O)N3CCCCCCC3)no2)cc1C	-4	-105	-2	4	3	-140	-65	-35	-36	-6	-6
CCC(C(=O)NCCCc1ccccc1)n1nc(C)c2c(C)n(-c3ccccc3)nc2c1=O (stereo unspecified)	-3	26	-3	0	2	25	16	23	20	-3	9
CCN(CC(=O)Nc1ccc(OC)cc1)C(=O)CSCc1ccc(C)cc1	-8	33	23	3	21	5	-9	3	0	-5	5
CCOc1ccc(OCC)c(NC(=O)CC2Oc3ccc(C)cc3NC2=O)c1 (stereo unspecified)	x	31	9	-2	9	6	-22	18	13	-2	-8
OC(CNC1CCCC1)COc1c(F)cc(Br)cc1F (stereo unspecified)	3	-4	7	3	-1	7	9	0	7	-9	-27
O=C(Cc1c[nH]c2ccccc12)N1CCN(S(=O)(=O)c2cccc(Cl)c2Cl)CC1	-2	36	-9	1	22	13	9	4	-1	-2	-10
O=[N+]([O-])c1cc(S(=O)(=O)c2ccc(N3CCCCC3)c([N+](=O)[O-])c2)ccc1N1CCCCC1	-6	16	8	-1	6	6	5	45	1	-2	2
CN(CC(=O)NCCCN1CCOCC1)S(=O)(=O)c1ccc(F)cc1	-6	13	29	4	7	1	-2	-4	-5	-5	7
c1coc(C2Nc3ccccc3-c3nc4ccccc4n32)c1 (stereo unspecified)	1	-165	-7	1	-45	-189	-74	-50	-60	-7	1
CCCC(=O)N1CCN(c2ccc(NC(=O)C(C)(C)C)cc2)CC1	-1	3	-15	0	-4	1	-5	-7	2	-6	-4
Cc1cnc(NC(=O)CC2OC(=O)c3ccccc32)s1 (stereo unspecified)	-14	6	-1	x	4	7	-19	2	0	-7	2
COc1ccc(C(=O)NCC(=O)OCC(=O)c2ccc3c(c2)NC(=O)CO3)cc1	5	2	5	1	-5	19	6	-4	10	-8	0
CCCN(CCC)S(=O)(=O)c1ccc(C(=O)N2CCN(C)CC2)cc1	11	5	1	x	1	19	-4	9	-1	-5	-1
CCOC(=O)c1[nH]cnc1C(=O)Nc1cccc(Cl)c1	3	3	-2	-3	-8	13	-27	-5	-7	0	9
C/C(=N\OCC(=O)N/N=C/c1ccccc1)c1cccs1	-4	-16	15	-1	-7	-26	8	12	9	-4	-2
CC1(C(=O)NS(=O)(=O)C2CC2)CCN(C(=O)CSc2ccccc2)C1 (stereo unspecified)	4	-13	-10	x	-17	7	-4	-19	x	-6	4
COC(=O)Cc1cc(=O)n(-c2ccccc2)[nH]1	-4	4	35	1	4	15	-16	-15	0	-9	-6
CCOc1ccc(C(=O)n2cc(C(=O)OC)c3ccccc32)cc1	-3	18	-3	-4	19	0	-3	-1	7	-2	-7
COc1ccc(CCC(=O)NNC(=S)Nc2cccc(C(C)=O)c2)cc1	2	11	2	1	-8	26	12	-5	-2	-7	-2
Cc1cc(C)cc(OCC(=O)OCCN2C(=O)c3ccccc3C2=O)c1	-4	3	-10	3	2	13	6	-15	11	-1	1
CSCC[C@H](NC(=O)OC(C)(C)C)C(=O)NCC1CCC(C(=O)O)CC1 (stereo partly specified)	16	3	0	-2	-11	9	0	-3	-13	-5	1
COc1ccc(C(=O)Nc2ccnc(-c3cccnc3)n2)cc1	2	-5	-7	4	-35	-35	18	14	-5	3	13
CCN(CC)CCn1c2ccccc2c2cnc(N)c(C#N)c21	2	91*	-1	2	27	36	-54	-1	55	x	-4
Cc1c(C(=O)NCc2ccccc2CN2CCCC2)oc2c(F)cccc12	-4	-3	8	3	13	11	-9	-2	1	-6	-18
COC(=O)CSc1nc(N)c(C#N)c(-c2ccc(O)cc2)c1C#N	-2	8	18	-2	12	40*	-46	x	-9	-3	-9
COc1ccc(N2CCN(S(=O)(=O)CCNC(=O)C3CC3)CC2)cc1	0	-11	-3	3	-26	1	-5	2	-12	x	22
Cc1cccc(C)c1NC1=NC2(CCCCC2)N=C(N)N1	-9	-63	3	-3	-7	5	-12	-8	-6	-6	2
Cc1ccc(S(=O)(=O)N2CCOCC2)cc1NC(=O)COC(=O)c1cccnc1Cl	-3	14	-4	1	-3	18	4	6	-8	5	6
CCOC(=O)C1CCN(C(=O)CCc2ccc(S(=O)(=O)NC(C)C)cc2)CC1	7	11	3	4	14	18	-10	-2	11	-2	-17
COc1cc2c(cc1OC)C(COc1ccccc1OC)N(C(=O)c1ccco1)CC2 (stereo unspecified)	1	19	-2	3	12	16	11	-13	-4	-2	-13
COCCCn1cnc2c(c1=O)c1nc3ccccc3nc1n2-c1ccc(C)cc1	-9	15	11	3	-5	4	2	7	-12	1	5
O=C(CCCn1c(=O)oc2ccccc21)NNC(=O)COc1ccc(F)cc1	-3	4	39	x	-2	3	-25	67	13	-5	13
COc1ccccc1C(CC(=O)O)c1ccc2c(c1)OCO2 (stereo unspecified)	-8	-13	-1	5	0	23	-28	-11	-4	-3	-8
O=C(/C=C/Nc1ccccc1Oc1ccccc1)c1ccco1	2	-20	4	2	0	-38	-2	1	-4	-7	2
Cc1ccc2nc(SCC(=O)Nc3c(C)n(C)n(-c4ccccc4)c3=O)[nH]c2c1	-7	6	-8	0	7	7	12	12	17	-5	-11
Cc1ccc(NC(=O)CSc2nc3sc(C)cc3c(=O)n2C)cc1	-5	10	-66	0	-2	6	-10	45	20	-4	-8

# More structures.
SMILES	PDI inh	Peg3 prom inh	Vif inh	NR2E3 ag-1	CF NFkB block	HIF-2a inh	NR2E3 ag-2	Shn3 inh set2	MITF TRPM1 inh	CaV13 ICDI inh	KKLEB cytotox
CCN(CC)CCSc1nc(O)c(-c2ccccc2)c(=O)[nH]1	-7	15	19	3	4	19	-10	19	8	-5	-1
Cc1cc(C(=O)NCc2ccco2)cs1	-4	-26	x	2	18	-42	-10	-28	-26	-7	5
Cc1ccc(S(=O)(=O)NCc2ccccc2)cc1C(=O)NCC1CCCO1 (stereo unspecified)	-5	6	-13	0	2	14	-35	-49	6	-3	-5
CC1=NN(c2cccc(F)c2)C(=O)/C1=C/c1ccc(N(C)C)cc1	2	-45	-2	5	-10	21	22	0	13	-2	11
Cc1ccc(Nc2nnc(SC(C)C(=O)NCC3CCCO3)s2)cc1 (stereo unspecified)	-1	-3	14	x	7	3	-20	6	10	-2	-5
Cc1[nH]c(=O)[nH]c(=O)c1S(=O)(=O)N1CCCC(C(=O)NCc2ccc3c(c2)OCO3)C1 (stereo unspecified)	10	10	4	0	-6	6	-15	-1	3	-3	-1
c1ccc(C(Nc2cccnc2)c2ccccc2)cc1	-9	-16	6	x	8	-43	11	-11	6	-4	-2
Cn1c(=O)[nH]c(=O)c2c1nc(Br)n2Cc1ccccc1Cl	-18	-16	x	-2	0	10	-34	x	4	-6	1
Cc1c(O)ccc2c3c(c(=O)oc12)CCC(C)C3 (stereo unspecified)	1	0	-1	2	22	-73	9	15	-15	3	21
CCN(Cc1ccncc1)C(=O)C1CCC(=O)N(Cc2ccc(Cl)cc2)C1 (stereo unspecified)	1	8	2	3	10	8	-45	7	-3	x	-8
CC1=C(C(=O)N(C)C)CC(CC(=O)NCC2CCCCC2)C(=O)N1CCCN1CCCC1=O (stereo unspecified)	21	-3	-4	x	4	6	2	-2	x	-4	0
C=CCN(C(=O)CCC(=O)O)C1CC(=O)N(c2ccc(OCCC)cc2)C1=O (stereo unspecified)	8	11	-2	2	6	1	-17	-9	-4	x	-6
Cc1ccc(CNS(=O)(=O)c2ccc(C(C)(C)C)cc2)n1C	21	3	-3	2	-13	-5	-16	-9	5	-12	2
CS(=O)(=O)c1ccc(Cl)c(NC(=O)COC(=O)c2ncc(Cl)c(Cl)c2Cl)c1	1	19	3	-5	-4	5	-9	1	1	-7	3
C=CCn1c(SCc2nc3ccccc3[nH]2)nnc1-c1cccc(OC)c1	2	12	-4	0	-17	-18	-5	5	13	x	-1

# Screens: PubChem, several laboratories
